# Screens from PubChem BioAssay.
# POLI inh: qHTS for Inhibitors of Polymerase Iota | Potency, µM (series often up to 115 µM), for the others: top-dose activity, negative = inhibition, usual class: inhibitors | Pol iota fluorescent replication assay, 10 min | DNA polymerase iota (Homo sapiens), Q9UNA4 | AID 588590, 2011 | 390,000 compounds, 1% hits; further: potency means the concentration at half of the fitted maximal effect
#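 Fluorescent replication assay read twice, at 0 min and 10 min after adding 50 nM (final) substrate. Enzyme (10 nM) and compounds were first incubated 15 min at room temperature; enzyme-free buffer wells were negative controls.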
# Pol eta inh: qHTS for Inhibitors of Polymerase Eta; 390,000 compounds, 1.2% hits; recombinant Pol eta, fluorescent DNA replication assay; Potency, µM (top dose mostly 114 µM), without a hit: at the top dose activity change, negative = inhibition, usual class: inhibitors; DNA polymerase eta (Homo sapiens), Q9Y253; AID 588591, 2011; further: potency means the concentration at half of the fitted maximal effect; on the % scale 0 is the no-effect control and ±100 the full control effect
#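 Pol eta (10 nM) was preincubated with compounds for 15 min at room temperature, after which fluorescent replication substrate (50 nM final) was added to start the reaction. Fluorescence was read kinetically at 0 and 10 min.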
# BLM inh: qHTS Assay for Inhibitors of Bloom's syndrome helicase (BLM) | recombinant BLM DNA unwinding, fluorescence dequenching | Potency, µM (titrated, usually from 56.1 µM), inactives show at the highest dose activity change, negative = inhibition, actives largely listed as inhibitors | 350,000 compounds, 0.2% hits;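 further: potency means the concentration at half of the fitted maximal effect; plate controls were vehicle for no effect and no enzyme for full effect; nearly all actives have a fitted effect of over 35% in size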
# Target sequence (P54132 whole entry, looked up): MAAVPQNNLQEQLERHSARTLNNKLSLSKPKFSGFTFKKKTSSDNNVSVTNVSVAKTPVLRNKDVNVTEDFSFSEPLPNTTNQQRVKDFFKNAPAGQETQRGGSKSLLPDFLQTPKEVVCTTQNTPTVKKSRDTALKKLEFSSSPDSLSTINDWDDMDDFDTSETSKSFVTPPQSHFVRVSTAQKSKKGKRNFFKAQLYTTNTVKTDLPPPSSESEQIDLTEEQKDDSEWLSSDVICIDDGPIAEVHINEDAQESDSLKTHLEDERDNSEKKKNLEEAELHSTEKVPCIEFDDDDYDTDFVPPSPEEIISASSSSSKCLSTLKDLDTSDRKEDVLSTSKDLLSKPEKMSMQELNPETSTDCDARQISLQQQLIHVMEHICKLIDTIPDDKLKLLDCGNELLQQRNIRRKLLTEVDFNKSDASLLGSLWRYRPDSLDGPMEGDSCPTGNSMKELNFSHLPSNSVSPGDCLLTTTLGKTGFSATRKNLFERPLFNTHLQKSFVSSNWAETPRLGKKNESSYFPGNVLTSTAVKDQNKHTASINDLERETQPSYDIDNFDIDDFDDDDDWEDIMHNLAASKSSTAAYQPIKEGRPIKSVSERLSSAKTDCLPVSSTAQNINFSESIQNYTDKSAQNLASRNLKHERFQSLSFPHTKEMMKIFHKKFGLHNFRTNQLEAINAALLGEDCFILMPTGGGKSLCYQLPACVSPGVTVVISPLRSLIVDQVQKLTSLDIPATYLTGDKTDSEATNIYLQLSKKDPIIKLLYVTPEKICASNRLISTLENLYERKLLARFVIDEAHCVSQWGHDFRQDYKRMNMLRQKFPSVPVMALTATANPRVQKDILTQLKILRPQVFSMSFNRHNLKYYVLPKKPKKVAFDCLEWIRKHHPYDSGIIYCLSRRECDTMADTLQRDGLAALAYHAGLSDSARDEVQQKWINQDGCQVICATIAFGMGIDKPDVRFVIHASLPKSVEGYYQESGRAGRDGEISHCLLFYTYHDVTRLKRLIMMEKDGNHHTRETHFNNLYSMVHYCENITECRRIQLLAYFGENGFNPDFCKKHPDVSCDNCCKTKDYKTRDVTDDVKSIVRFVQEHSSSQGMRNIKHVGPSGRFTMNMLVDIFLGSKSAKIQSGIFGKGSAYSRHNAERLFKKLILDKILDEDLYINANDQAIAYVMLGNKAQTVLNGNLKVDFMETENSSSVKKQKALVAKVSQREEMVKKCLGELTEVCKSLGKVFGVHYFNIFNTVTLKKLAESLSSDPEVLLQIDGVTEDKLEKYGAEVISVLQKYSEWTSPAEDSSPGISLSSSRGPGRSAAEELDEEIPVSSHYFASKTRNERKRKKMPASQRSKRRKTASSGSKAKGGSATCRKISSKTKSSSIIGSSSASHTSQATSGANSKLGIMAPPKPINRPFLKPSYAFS
# POLB inh: qHTS Assay for Inhibitors of DNA Polymerase Beta; P06746; Pol beta primer extension/strand displacement, fluorescence kinetic; Potency, µM (doses to about 114 µM), for inactives: top-dose activity change, negative = inhibition, actives largely listed as inhibitors; 340,000 compounds, 1.3% hits; AID 485314, 2010; further: potency means the concentration at half of the fitted maximal effect; on the % scale 0 is the no-effect control and ±100 the full control effect
#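 Preincubation: enzyme (10 nM) with compound, 15 min, RT. Reaction: substrate added to 50 nM final. Reads: 0 and 10 min. Analysis: normalized, Hill fit.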
# APEX1 inh: qHTS Assay for Inhibitors of the Human Apurinic/apyrimidinic Endonuclease 1 (APE1); recombinant APE1, TAMRA/BHQ-2 abasic DNA cleavage fluorescence; Potency, µM (highest dose often 65.8 µM), for the others: at the highest dose activity change, negative = inhibition, most hits filed as inhibitors; 350,000 compounds, 0.35% hits; AID 2517, 2012; DNA repair nuclease/redox regulator APEX1 (Homo sapiens), P27695;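 further: potency means the concentration at half of the fitted maximal effect; plate controls were vehicle for no effect and reference inhibitor for full effect; nearly all actives have a fitted effect of over 55% in size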
#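 Compound pre-exposure to 0.75 nM APE1, 15 min at ambient temperature. Reaction initiated with 50 nM TAMRA/BHQ-2 THF substrate, read immediately in kinetic mode, 525 nm excitation, 598 nm emission.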
# Pol kappa inh: qHTS for Inhibitors of Polymerase Kappa. DNA polymerase kappa (Homo sapiens), Q9UBT6. purified Pol kappa, fluorescent DNA synthesis assay, 10 min. Potency, µM (doses to about 107 µM), without a hit: at the top dose activity, negative = inhibition, actives largely listed as inhibitors. 400,000 compounds, 0.53% hits. AID 588579, 2011; further: potency means the concentration at half of the fitted maximal effect; on the % scale 0 is the no-effect control and ±100 the full control effect
#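 10 nM Pol kappa preincubated 15 min at room temperature with compounds, then reaction started with substrate at 50 nM final. Fluorescence read kinetically at 0 and 10 min; buffer-only wells served as negative control.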
# Anesthetic bind: qHTS Assay for Identification of Novel General Anesthetics | Ferritin light chain (Equus caballus), P02791 | apoferritin/1-aminoanthracene competitive binding, fluorescence | Potency, µM (titrated, usually from 77.5 µM), without a hit: at the top dose activity change, negative = displacement, most hits filed as inhibitors | 350,000 compounds, 0.074% hits | AID 485281, 2010; further: potency means the concentration at half of the fitted maximal effect; on the % scale 0 is the no-effect control and ±100 the full control effect; nearly all actives have a fitted effect of over 20% in size
#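 In PBS, apoferritin at 10 uM is loaded with 1-AMA from a 50% saturated solution. After 10 min of compound exposure at ambient temperature, reduced 535 nm fluorescence indicates probe displacement.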
# RXFP1 antag: qHTS Assay for Antagonists of the Relaxin Receptor RXFP1; Relaxin receptor 1 (Homo sapiens), Q9HBX9; AID 1259400, 2018; activity change, negative = inhibition, % at 57.5 µM; HEK293-RXFP1, relaxin-stimulated cAMP HTRF, 30 min; stronger effect = lower value; 350,000 compounds, 0.59% hits;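 active means activity change of -60% or lower, but not beyond a set lower limit; inconclusive means change between -60% and -40%, or beyond the set limit; inactive means change above -40%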; further: on the % scale 0 is the no-effect control and ±100 the full control effect
# PGK inhibitor: qHTS Assay to Find Inhibitors of Phosphoglycerate Kinase. AID 602233, 2012. Potency, µM (highest dose often 57.5 µM), without a hit: top-dose activity change, negative = inhibition, most hits filed as inhibitors. PGK/GAPDH coupled, Kinase-Glo luminescence, 60 min. Phosphoglycerate kinase, glycosomal (Trypanosoma brucei brucei), P07378. 380,000 compounds, 0.043% hits; further: potency means the concentration at half of the fitted maximal effect; on the % scale 0 is the no-effect control and ±100 the full control effect; nearly all actives have a fitted effect of over 60% in size
#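 Luminescent ATP detection (Kinase-Glo Plus) follows a 60-minute room-temperature incubation, with wells lacking PGK as controls. Buffer: 100 mM TEA (pH 7.6), 5 mM MgCl2, 0.01% Tween-20. Coupling enzyme GAPDH (100 nM final) supplies unstable 1,3-BPG in-well.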
# Starred values were filed as active, the others as inactive; i = inactive; ? = inconclusive; nt = no result given; & = joins results of further samples; [ ] = another dose, or the depositor's remark. Unless noted, the call rests on the fitted dose curve; in most records, active means well fitted curve in the direction sought with a large enough effect; inconclusive means small, poorly fitted or top-dose-only effect, or another doubt; inactive means no such curve, though single readings can be large; an effect the other way counts as inactive or inconclusive. Some of the compounds tested; the hit share may differ from the screen's.
Compound	POLI inh	Pol eta inh	BLM inh	POLB inh	APEX1 inh	Pol kappa inh	Anesthetic bind	RXFP1 antag	PGK inhibitor
O=C(CN1C(=O)c2ccc([N+](=O)[O-])cc2C1=O)Nc1nccs1	52.9%	1.5%	0.0%	-6.9%	7.3%	-18.5%	-10.9%	-35.0	0.0%
CCCc1nnc(NC(=O)CCS(=O)(=O)Cc2ccccc2)s1	19.6%	-6.1%	0.6%	2.8%	15.5%	-13.3%	-1.2%	4.8	2.1%
COC(=O)c1cccc(NC(N)=S)c1	-14.4%	-7.8%	-8.1%	6.2%	-1.3%	-6.4%	-6.6%	1.5	-5.3%
COc1ccc(S(=O)(=O)CCC(=O)N2CCN(c3ccc(F)cc3)CC2)cc1	0.3%	-18.3%	-3.1%	3.3%	-3.2%	-1.2%	-18.5%	0.0	-1.0%
FC(F)Oc1ccc(C2=Nn3c(nnc3-c3ccccc3Cl)SC2)cc1OCC1CC1	?	-6.3%	nt	nt	30.3%&-9.6%	-4.0%	nt	nt	-0.4%
O=C(Cc1cccc([N+](=O)[O-])c1)Nc1cccc(C(=O)N2CCOCC2)c1	3.9%	-8.0%	nt	nt	-5.1%	4.3%	nt	nt	-7.9%
CCc1ccc(Nc2nnc(SCC(=O)NC(=O)c3cccn3C)s2)cc1	?	1.9%	-3.6%	14.6%	20.0%	-11.2%	-9.3%	-6.2	0.1%
CCOC(=O)c1cnc2ccc(Br)cc2c1NCC(C)O (stereo not given)	8.3%	-7.5%	1.5%	0.6%	-1.9%	-2.3%	-16.6%	5.2	1.6%
CC1CCCN1CC#CC(O)(c1ccccc1)c1ccccc1 (stereo not given)	33.0%[activator]	-12.2%	0.2%	7.3%	-1.4%	2.0%	-9.8%	-14.0	3.1%
C/C(=N\NC(=O)C1CCCC1)c1ccc(Cl)cc1	30.1%[activator]	-4.5%	0.6%	-0.4%	35.1%	8.6%	-8.9%	0.8	-8.0%
c1ccc(CC(Cc2ccccc2)c2ccccn2)cc1	12.6%	-21.9%	nt	nt	nt	-6.2%	nt	-13.2	-1.5%
O=c1c2ccccc2nc(SCc2nnc(-c3ccccc3Br)o2)n1Cc1ccco1	10.1%	2.6%	-8.8%	-12.0%	-0.7%	-5.8%	-10.6%	-11.3	4.2%
CCOC(=O)c1cccc(P(=O)(C(C)(C)C)C(C)(C)C)c1	11.8%	-3.0%	2.4%	-0.1%[57.1 µM]	3.4%	-5.5%	0.5%	4.9	i
CCSc1oc(-c2cccs2)nc1S(=O)(=O)c1ccccc1	-10.1%	-14.6%	-6.4%	-2.3%	-2.9%	-7.5%	-5.6%	6.7	-6.3%
CCN=c1scc(-c2ccco2)n1/N=C/c1ccc(OC)c(O)c1	-0.1%	-15.1%	-9.2%	25.3%	4.2%	-24.0%	-0.1%	-32.3	i
Cc1ccc(-c2nc3ccccn3c2Nc2ccccc2)o1	153.0%[activator]	-20.5%	-2.5%	-14.8%	-1.8%	-3.9%	17.9%	-8.1	-1.0%

# Arranged by value in Anesthetic bind (lowest first): some entries from above.
molecule	Anesthetic bind
O=c1c2ccccc2nc(SCc2nnc(-c3ccccc3Br)o2)n1Cc1ccco1	-10.6%
CCN=c1scc(-c2ccco2)n1/N=C/c1ccc(OC)c(O)c1	-0.1%
CCOC(=O)c1cccc(P(=O)(C(C)(C)C)C(C)(C)C)c1	0.5%

# Continuation.
Compound	POLI inh	Pol eta inh	BLM inh	POLB inh	APEX1 inh	Pol kappa inh	Anesthetic bind	RXFP1 antag	PGK inhibitor
O=C(NCCN1CCOCC1)c1ccc2c(c1)N(Cc1ccccc1)C(=O)CS2	16.6%	-10.9%	1.7%	4.7%	10.5%	-4.4%	-14.3%	2.0	i
Cc1ccc(N(Cc2cc3ccccc3[nH]c2=O)C(=O)c2cccs2)cc1C	39.8%[activator]	-25.7%	-7.4%	12.2%	-2.4%	-16.9%	-4.5%	15.6	i
CCOc1ccc(CCNC(=O)COC(=O)C2=NNC(=O)CC2)cc1OCC	25.7%	-5.1%	nt	nt	-13.4%	1.4%	nt	2.9	8.4%
O=C(c1ccc(Cl)c(S(=O)(=O)N2CCCCC2)c1)N1CCCC1	20.3%	8.8%	-7.9%	-7.7%	58.6%[activator]	-8.9%	-10.0%	0.3	1.8%
CCn1c(SCC(=O)NCc2ccccc2)nnc1-c1c[nH]c2ccccc12	31.7%[activator]	-15.2%	-0.7%	1.9%	-1.9%	-1.7%	-12.3%	1.6	-9.3%
CCN(CC)S(=O)(=O)c1cc(-c2nnc(-c3ccc(Br)cc3)o2)ccc1Cl	3.7%	-13.3%	-6.7%	1.5%	-1.0%	-3.5%	-23.2%	1.0	5.9%
COc1ccc(OCCCC(=O)Nc2ncn[nH]2)cc1	63.5%[activator]	-21.1%	-0.7%	-0.6%	-3.8%	-7.5%	-4.5%	-6.2	0.1%
COC/C=C/C1=CC2=CC(=O)C(C)(OC(=O)C3CCCC3)C(=O)C2=CO1 (stereo not given)	?	20µM*	3.3%&-16.8%	39.8µM*	?	50.1µM*	-23.7%	nt	-17.7%
COc1cccc2c1OCC([C@@H]1C[C@H]3CN(Cc4cccc(Cl)c4)C(=O)[C@]34CCCN14)=C2	45.8%[activator]	-18.8%	-4.6%	8.0%	-0.2%	4.6%	?	5.2	2.2%
CC(NC(=O)c1ccccc1)C(=O)N/N=C/c1ccco1 (stereo not given)	-22.8%	4.0%	-3.5%	2.1%	55.9%[activator]	4.2%	2.9%	8.5	-6.5%
Cc1cccc(NC(=O)CSc2nnc(-c3ccc(S(=O)(=O)N4CCCC4)cc3)o2)c1	?	-7.5%	-0.6%	-3.4%	-1.1%	9.2%	-14.5%	-7.9	i
CC(C)n1nc(C(=O)OCC(=O)NCCc2ccc(S(N)(=O)=O)cc2)c2ccccc2c1=O	27.4%	-17.5%	nt	nt	nt	2.5%	nt	-2.5	-5.5%
O=C(Nc1ccccc1)c1cccc(C(F)(F)F)c1	?	-11.6%	-3.1%	8.6%	-1.1%	-5.3%	4.2%	nt	-11.0%
O=c1[nH]cnc2nc3n(c12)CCCCC3	13.5%	-5.9%	-0.4%	?	-3.2%	-12.9%	5.1%	-0.1	-3.1%
CC(=O)c1c(C)[nH]c(C(=O)COc2ccc(C#N)cc2)c1C	20.0%	-6.1%	-6.6%	13.5%	-2.8%	10.5%	-8.3%	-8.1	i
COc1ccc(CCn2ccc(O)c(Cc3c(F)cccc3Cl)c2=O)cc1OC	9.2%	6.2%	-1.2%	9.4%	2.7%	0.9%	-4.1%	-3.2	-3.3%
CS(=O)(=O)N(CC(=O)NCCSc1ccccn1)c1cccc2ccccc12	30.7%[activator]	-18.2%	1.3%	20.1%	-0.2%	-10.2%	-3.2%	-8.6	-5.9%
CCn1c(C)cs/c1=N\S(=O)(=O)c1ccccc1	-10.5%	1.4%	nt	nt	25.5%	1.0%	nt	nt	i
CCOc1cc(/C=N/NC(=O)c2cc3c(ccc4ccccc43)o2)ccc1O	-22.6%	-17.8%	-1.8%	35.2%	18.4%	11.2%	-3.9%	-5.7	i
COc1ccc(N2CCN(CC(O)COc3cc(C)ccc3C)CC2)cc1 (stereo not given)	?	-3.1%	-3.0%	-14.8%	37.5%	-9.5%[60.1 µM]	2.5%	-1.8	-2.6%
CCCN1C2=NCCN2c2ccccc21	19.9%	1.6%	1.4%	-8.3%	-1.5%	5.0%	-5.0%	-6.7	-6.6%
CCCn1c(-c2ccc(OC)cc2)nc2ccccc21	8.8%	-9.9%	0.1%	-4.7%	4.2%	-7.6%	?	0.8	-3.3%
Cc1cc(=O)oc2cc(OCC(=O)Nc3cccnc3)ccc12	56.4%[activator]	-13.2%	nt	nt	3.5%	-19.0%	nt	8.3	-5.1%
CCOC(=O)CSc1nnc(-c2ccccc2)c(=O)[nH]1	0.3%	4.9%	4.3%	0.9%	-0.5%	-6.3%	-13.8%	-18.2	-1.5%
CCOC(=O)c1cnc2c(-c3ccccc3)cnn2c1N	10.2%	-7.0%	1.8%	33.5%	-2.3%	-16.8%	-3.4%	-7.1	-3.6%
Cc1ccc(C(=O)Nc2ccc(OCc3ccccc3)cc2)cc1[N+](=O)[O-]	13.8%	-2.2%	-1.7%	7.5%	11.3%	-8.3%	-11.2%	-7.9	-3.2%
C[C@@H](C(=O)CC(=O)OC(C)(C)C)[C@@H](O)c1ccccc1	31.3%&-16.7%[activator]	-15.6%	-1.2%&-0.4%	-6.0%	22.3%&-2.3%	-11.8%&0.8%	-8.2%&-8.8%	nt	-1.2%
CC1COc2ccccc2N1C(=O)c1ccccc1Cl (stereo not given)	6.8%	8.7%	-3.4%	8.1%	31.4%	-13.6%	?	-2.6	9.4%
COC(=O)c1cnn2c(C(F)(F)F)cc(-c3ccc(F)cc3)nc12	19.2%	-4.7%	3.2%	42.2%	-6.2%	-1.4%	-3.0%	-6.3	0.7%
CCOC(=O)C1(CCc2ccccc2)CCN(Cc2c(O)cccc2OC)CC1	8.6%	-6.7%	-3.8%	8.9%	3.6%	-5.2%	-9.4%	-37.5	-5.2%
COc1ccc(C(=O)NC(=S)Nc2cccc(S(=O)(=O)N3CCOCC3)c2)cc1	121.3%[activator]	-6.5%	-8.4%	0.6%	-0.7%	-16.4%	-17.9%	7.8	-13.8%
